Screening data from PubChem BioAssay.
CSN deneddyl inh: inhibitors of human CSN-mediated cullin deneddylation | actives 0.38% (n = 360,000) | Purified CSN, SCF-Nedd8-OG deneddylation, fluorescence polarization | inhibition, % at 12.5 µM | Q92905 | AID 651999;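 active = pattern-corrected inhibition above about 35%, with an unprinted fluorescence ratio check between 0.5 and 1.5, limit read from the data, passing the limit was not always enough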;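 also: 0% = enzyme with substrate and 100% = substrate without enzyme; some results filed as inactive read as strong as hits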
Target sequence (Q92905 whole entry, looked up, one chain of several): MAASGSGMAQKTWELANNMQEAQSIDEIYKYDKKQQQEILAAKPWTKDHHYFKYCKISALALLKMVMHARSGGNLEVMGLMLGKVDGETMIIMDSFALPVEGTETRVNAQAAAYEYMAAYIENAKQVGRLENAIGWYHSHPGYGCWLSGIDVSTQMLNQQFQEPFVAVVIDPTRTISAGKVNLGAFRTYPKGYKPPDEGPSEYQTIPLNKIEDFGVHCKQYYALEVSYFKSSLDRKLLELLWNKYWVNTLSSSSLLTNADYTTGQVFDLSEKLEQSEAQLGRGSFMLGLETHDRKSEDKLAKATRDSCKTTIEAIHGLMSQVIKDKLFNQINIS
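Test system: Human Csn5 produced in HEK293T cells | Compound: 12.5 µM single point | Times: 90 min, room temperature | Signal: Fluorescence polarization readout | Read-out basis: % inhibition of substrate cleavage by Csn5 | Controls: no-enzyme wells high, enzyme-with-substrate wells low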
Rpn11 inh: Rpn11 (human) deubiquitinase inhibition; O00487; human 26S proteasome, Ub4-pepOG fluorescence polarization; 20S core pre-blocked with epoxomicin; calls only at 20 µM; actives 0.59% (n = 360,000); AID 588493;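 active = inhibition at 20 µM, scaled to each plate's controls, above about 33%, limit read from the data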
Target sequence (O00487 whole entry, looked up): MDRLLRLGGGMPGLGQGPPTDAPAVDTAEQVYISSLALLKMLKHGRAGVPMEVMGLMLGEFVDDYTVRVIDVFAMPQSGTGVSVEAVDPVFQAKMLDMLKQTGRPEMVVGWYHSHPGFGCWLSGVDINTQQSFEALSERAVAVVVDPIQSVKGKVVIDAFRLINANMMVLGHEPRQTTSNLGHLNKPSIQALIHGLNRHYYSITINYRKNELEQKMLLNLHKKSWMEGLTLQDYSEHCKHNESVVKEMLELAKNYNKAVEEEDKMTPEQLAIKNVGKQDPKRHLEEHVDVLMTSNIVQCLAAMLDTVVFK
SUMO1 PPI mod: SUMO1-SIM interaction modulation. P63165. SUMO1 binding to a labelled peptide, TR-FRET, 1 h. inhibition, % at 20 µM. actives 0.33% (n = 360,000). AID 602429; in the data active = inhibition above about 37%
DNMT1 inh: DNMT1 (human) enzyme inhibition. DNMT1 molecular beacon, Hinp1I cleavage, fluorescence. inhibition (reported as % activation of signal), % at 10 µM. actives 0.83% (n = 360,000); in the data active = inhibition above about 50%
NadD block: inhibitors of Staphylococcus aureus NadD. actives 0.78% (n = 360,000). inhibition, % at 20 µM. purified NadD enzyme, colorimetric absorbance read-out. AID 602399; in the data active = inhibition above about 26%; also: some compounds past the cut are filed as inactive
STEP block: inhibitors of human striatal-enriched phosphatase STEP; AID 588621; inhibition, % at 20 µM; P54829; actives 0.25% (n = 360,000); recombinant STEP, OMFP fluorogenic substrate, fluorescence;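 active = inhibition at 20 µM, scaled per plate between control wells, above about 37%, limit read from the data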;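 also: 0% = DMSO with enzyme and substrate and 100% = substrate only without enzyme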
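Assay system: isolated STEP enzyme. Buffer or medium: pH 6.0 Bis-Tris with DTT and Tween 20. Also added: fluorogenic phosphatase substrate OMFP at 25 µM final. Dosing: 20 µM, 1% DMSO. Timing: 20 min reaction, room temperature, in the dark. Measured by: fluorescence intensity, excitation 480 nm, emission 540 nm. Evaluation: normalized % inhibition.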
Rin1 Abl inh: inhibitors of human Rin1-Abl protein interaction; P00519+Q13671; actives 0.4% (n = 360,000); TR-FRET Rin1/Abl binding, biochemical; inhibition, % at 7.35 µM; in the data active = inhibition above about 5%, passing the limit was not always enough
LMPTP block: blocks human LMPTP phosphatase; P24666; recombinant LMPTP-A, OMFP fluorogenic substrate, fluorescence intensity; inhibition, % at 20 µM; actives 0.22% (n = 360,000);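 active = compounds that cut the enzyme signal by at least half of the control window in the single-dose screen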;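 also: plate controls were DMSO wells with enzyme plus substrate for no effect and substrate without enzyme for full effect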
Target sequence (P24666 whole entry, looked up): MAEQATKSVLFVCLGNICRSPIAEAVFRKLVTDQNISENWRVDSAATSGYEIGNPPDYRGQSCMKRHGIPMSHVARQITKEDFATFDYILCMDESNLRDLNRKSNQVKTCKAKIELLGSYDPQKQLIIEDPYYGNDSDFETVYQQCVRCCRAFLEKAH
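Material: LMPTP-A; amount: 0.625 nM enzyme; doses: single 20 µM dose; times: reaction 50 min, room temperature, dark; technique: fluorescence intensity of OMFP turnover product; benchmarks: no-enzyme and uninhibited controls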
Scp-1 inhibitor: inhibitors of human Scp-1 phosphatase; inhibition, % at 20 µM; actives 0.88% (n = 340,000); Recombinant Scp1, phosphopeptide, malachite green phosphate absorbance; Q9GZU7;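 active = inhibition above about 50% at 20 µM, limit read from the data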;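 also: plate controls were DMSO wells with enzyme for no effect and wells lacking enzyme for full effect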
Target sequence (Q9GZU7 76-261 limits assumed): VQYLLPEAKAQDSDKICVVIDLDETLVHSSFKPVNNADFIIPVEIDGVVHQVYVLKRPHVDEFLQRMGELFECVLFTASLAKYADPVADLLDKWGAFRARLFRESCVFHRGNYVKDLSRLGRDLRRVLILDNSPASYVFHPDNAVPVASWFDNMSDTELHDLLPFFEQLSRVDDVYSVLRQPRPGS
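Test system – truncated SCP-1 phosphatase (76-261aa) · Reagent – Phosphorylated 17-residue peptide substrate · Incubation – 45 min room-temperature reaction, 5 min colour, 30 min stabiliser · Detection – colorimetric phosphate reagent with accelerator and stabiliser, absorbance at 630 nm · Measure – % inhibition at 20 µM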
Neddylation inh: blocks human cullin neddylation | P61081+Q13564 | TR-FRET cullin neddylation, biochemical | calls only at 25 µM | actives 0.58% (n = 360,000) | AID 651699; in the data active = inhibition above about 36%
* marks the source's active call; other numbers are inactive results; i = inactive; . = not tested or not shown.

nr	Compound	CSN deneddyl inh	Rpn11 inh	SUMO1 PPI mod	DNMT1 inh	NadD block
1	CCOC(=O)N1CCN(c2c(N3CCN(c4ccccn4)CC3)c(=O)c2=O)CC1	-5	i	-10	3	-1
2	CCOC(=O)c1ccc(NC(=O)CSc2nc(=O)n(CCN3CCOCC3)c3c2CCC3)cc1	-3	i	0	-1	9
3	NS(=O)(=O)c1ccc(NC(=S)N2CCN(c3ccccc3Cl)CC2)cc1	1	i	8	-2	5
4	c1ccc(SCCOCCn2cncn2)cc1	1	i	4	5	1
5	COCCCNC(=O)CN1C(=O)COc2ccc(S(=O)(=O)N3CCCCCC3)cc21	2	i	-1	10	-5
6	COCCCNC(=S)N(Cc1ccccc1)Cc1nc2ccccc2c(=O)[nH]1	-2	i	-1	1	3
7	CC(C)C(=O)NNS(=O)(=O)c1ccccc1	1	i	44*	3	3
8	CCOP(=O)(Cc1ccc(C(C)(C)CC(C)=O)o1)OCC	2	i	4	5	10

nr	STEP block	Rin1 Abl inh	LMPTP block	Scp-1 inhibitor	Neddylation inh
1	0	-3	-1.9	-7	i
2	0	-1	-0.6	-6	i
3	-2	0	-0.7	-11	i
4	-1	1	-1.4	-7	i
5	-4	5	-1.7	-7	i
6	-2	4	-1.0	-8	i
7	2	4	-0.9	4	i
8	-1	-1	-0.1	17	i

nr	Compound	CSN deneddyl inh	Rpn11 inh	SUMO1 PPI mod	DNMT1 inh	NadD block
9	Cc1ccc(NC(=O)COC(=O)Cn2nc(-c3ccc(F)cc3)oc2=O)cc1C	-6	i	5	-3	-2
10	COC(=O)c1ccc(Cl)c(NS(=O)(=O)c2ccc3c(c2)OCCO3)c1	-3	i	14	3	-2
11	NC(=O)c1c(NC(=O)c2cnccn2)sc2c1CCCC2	-5	i	-13	-2	-2
12	Cc1cc(=O)n2nc(N3CCCC(C(=O)NCc4ccc5c(c4)OCO5)C3)sc2n1 (configuration not stated)	6	i	-2	2	-4
13	CCOC(=O)C1CCN(S(=O)(=O)c2cc(C(=O)OC)n(C)c2)CC1	-2	i	2	-4	3
14	N/C(Cc1ccc(Cl)cc1)=N\OC(=O)c1cccc2ccccc12	2	i	-13	-4	-3
15	C(=N\NC(=Nc1ccccc1)c1ccccn1)/c1ccccn1	-7	i	1	0	-1
16	CCOC(=O)c1c(C)[nH]c(C(=O)OC(C)C(=O)NCc2ccccc2)c1C (configuration not stated)	1	i	2	33	-5

nr	STEP block	Rin1 Abl inh	LMPTP block	Scp-1 inhibitor	Neddylation inh
9	-1	0	-0.1	-18	i
10	-4	-2	0.1	-8	i
11	0	4	4.2	-5	i
12	-4	1	0.6	4	i
13	0	0	-1.1	-3	i
14	-2	-4	3.2	0	i
15	2	-4	-0.5	-9	i
16	-1	-2	0.5	19	i

nr	Compound	CSN deneddyl inh	Rpn11 inh	SUMO1 PPI mod	DNMT1 inh	NadD block
17	CC1CCCN(C(=O)CCS(=O)(=O)c2ccc3c(c2)NC(=O)C(C)S3)C1 (configuration not stated)	-1	i	6	1	-1
18	COCCCN(Cc1cccs1)S(=O)(=O)c1c[nH]c(C(=O)OC)c1	0	i	4	3	-8
19	CC1=NN(c2cccc(C(=O)O)c2)C(=O)/C1=C\C=C/c1ccccc1	13	i	28	32	2
20	CCOC(=O)CCC(NC(=O)c1ccc(CNc2nc3cc(C(F)(F)F)ccc3nc2C(=O)OCC)cc1)C(=O)OCC (configuration not stated)	0	i	-32	-4	0
21	COCCCNC(=O)Cn1cc(/C=C(\C#N)C(=O)NC2CC2)c2ccccc21	2	i	-19	0	-6
22	CN(C)c1ccc(C(=O)c2ccc(N(C)C)c(N)c2)cc1N	-4	i	-14	-12	-3
23	NS(=O)(=O)c1ccc(CCNC(=O)CN2CCN(Cc3cccc4ccccc34)CC2)cc1	3	i	4	-4	-7
24	COc1cc(NC(=O)c2cc(-c3cc(F)ccc3OC(C)C)n[nH]2)cc(OC)c1OC	1	i	4	-3	-3

nr	STEP block	Rin1 Abl inh	LMPTP block	Scp-1 inhibitor	Neddylation inh
17	0	6	-1.7	-9	i
18	1	2	0.1	-3	i
19	8	4	5.6	-1	i
20	0	-1	0.4	-2	i
21	0	1	-0.6	-4	i
22	-1	-5	-0.1	-5	i
23	1	2	-3.7	-6	i
24	1	0	0.9	.	i

nr	Compound	CSN deneddyl inh	Rpn11 inh	SUMO1 PPI mod	DNMT1 inh	NadD block
25	C/C(N)=C(/C#N)C(=O)COC(=O)CC12CC3CC(CC(C3)C1)C2	1	i	-2	3	6
26	Cc1ccc(NC(=O)c2ncn(CCCN[C@H](C)c3cccc4ccccc34)n2)cc1C	4	i	6	-3	1
27	COc1ccc(C(=O)Nc2ccc(N3CCN(C)CC3)cc2)cc1OC	2	i	0	2	-3
28	O=C(NCc1ccco1)C(=O)NCC1OCCN1S(=O)(=O)c1ccccc1 (configuration not stated)	2	i	-1	8	-6
29	Cc1ccc(-n2c(=O)[nH]cc(C(=O)N3CCc4ccccc43)c2=O)cc1C	5	i	-4	-3	5
30	Nc1ccc2c(c1)Cc1cc(N)c(Br)cc1-2	0	i	-6	-36	-1
31	COc1ccc(-n2c(=O)/c(=C\c3cccs3)s/c2=C(/C#N)C(=O)N2CCN(C)CC2)cc1	4	i	-25	-4	-8
32	CN(C)c1ccc(-c2ccnc3c2CC(C)(C(=O)Nc2ccc(F)c(Cl)c2)O3)cc1 (configuration not stated)	-5	i	3	-12	-2

nr	STEP block	Rin1 Abl inh	LMPTP block	Scp-1 inhibitor	Neddylation inh
25	3	3	2.2	-9	i
26	1	-5	-0.4	0	i
27	0	1	1.6	3	i
28	2	1	-1.4	2	i
29	1	-4	-0.9	-6	i
30	-3	0	0.0	2	i
31	-2	-2	-0.6	2	i
32	-1	-1	4.6	.	.

nr	Compound	CSN deneddyl inh	Rpn11 inh	SUMO1 PPI mod	DNMT1 inh	NadD block
33	CC(OC(=O)c1cc(Br)ccc1O)C(=O)NC1(C#N)CCCCC1 (configuration not stated)	1	i	-3	-1	6
34	O=C(CSc1nc(=O)n2ccccc2n1)NCCc1ccccc1	-1	i	-1	2	3
35	Cc1ccc2nc(CC(O)(c3ccccc3)c3ccccc3)ccc2c1	1	i	1	4	3
36	O=C(NNc1c2ccccc2nc2ccccc12)C(O)c1ccccc1 (configuration not stated)	1	i	-23	0	-1
37	CC1CCN(C(=O)NC(=O)c2ccccc2)CC1	1	i	-1	0	-8
38	CC1(c2nnc(-c3cccc(Cl)c3)o2)CC(c2ccccc2F)=NO1 (configuration not stated)	3	i	0	2	-9
39	CSc1ccccc1NC(=O)C1CC(c2c(F)cccc2Cl)=NO1 (configuration not stated)	-5	i	5	-5	-10
40	COc1ccccc1N=c1oc2cc(O)ccc2cc1C(=O)NCC1CCCO1 (configuration not stated)	8	i	-12	-4	-2

nr	STEP block	Rin1 Abl inh	LMPTP block	Scp-1 inhibitor	Neddylation inh
33	-1	4	-0.1	-6	i
34	-2	2	-1.2	-5	i
35	5	1	3.5	.	i
36	0	-10	3.1	1	i
37	0	1	0.8	1	i
38	-2	5	0.1	-3	i
39	0	0	1.1	-11	i
40	0	1	-0.9	-5	.

nr	Compound	CSN deneddyl inh	Rpn11 inh	SUMO1 PPI mod	DNMT1 inh	NadD block
41	CN(C)S(=O)(=O)c1ccc(C(=O)Nc2ccc(CCC(=O)N3CCCC3)cc2)cc1	8	i	-2	-9	3
42	Cc1cc(C)nc(SCc2cc(=O)c(OC(=O)c3cccc([N+](=O)[O-])c3)co2)n1	1	i	-15	6	2
43	COC(=O)c1[nH]c2ccc(Cl)cc2c1NC(=O)CCN1CCN(C2CCCCC2)CC1	0	i	-6	-2	-5
44	COc1ccc(F)cc1S(=O)(=O)Nc1ccc2c(c1)OCCO2	1	i	3	1	-5
45	CCCCc1cc(=O)oc2cc(OCc3cc(OC)c(OC)c(OC)c3)c(Cl)cc12	0	i	18	10	-2
46	CCOC(=O)c1c(NC(=S)NNS(=O)(=O)c2ccc(Br)cc2)sc2c1CCCCC2	1	i	-25	-6	22
47	COc1ccccc1N(CC(=O)NC1CCCCC1)C(=O)c1csnn1	0	i	-2	2	-2
48	CCCc1ccc2oc(C(=O)NCCc3nc(C(=O)OCC)cs3)c(C)c2c1	0	i	-2	-2	-3

nr	STEP block	Rin1 Abl inh	LMPTP block	Scp-1 inhibitor	Neddylation inh
41	-2	1	2.0	1	i
42	-1	2	-0.4	9	i
43	1	-5	-1.8	0	i
44	-1	-1	0.6	-4	i
45	3	1	2.3	-7	i
46	2	3	1.1	-9	i
47	-1	2	-0.6	0	i
48	2	0	4.4	-14	i

nr	Compound	CSN deneddyl inh	Rpn11 inh	SUMO1 PPI mod	DNMT1 inh	NadD block
49	CCCCOc1ccc(C(=O)O)cc1	-4	i	-3	4	0
50	COc1ccccc1N1CCN(C2CCCN(C(=O)c3cc(C4CC4)on3)C2)CC1 (configuration not stated)	-5	i	3	-3	-1
51	CCn1c(=O)cc(SCC(=O)N2CCN(Cc3ccc4c(c3)OCO4)CC2)c2ccccc21	0	i	6	1	2
52	Cn1c2c(c(=O)n(C)c1=O)C(CC(=O)Nc1ccccc1F)C(=O)N2 (configuration not stated)	-3	i	0	0	-4
53	COC(=O)C1=C(C(=O)OC)C2C=CC1C1C(OC(C)=O)C(OC(C)=O)C21 (configuration not stated)	-2	i	10	3	0

nr	STEP block	Rin1 Abl inh	LMPTP block	Scp-1 inhibitor	Neddylation inh
49	-1	3	-3.1	-15	i
50	-3	-3	-1.4	-3	i
51	0	-95	1.2	-8	i
52	-3	5	-1.6	11	i
53	-1	-2	0.3	.	i

Among those listed so far, 8 have fluorine:
nr	Compound	CSN deneddyl inh	Rpn11 inh	SUMO1 PPI mod	DNMT1 inh	NadD block
9	Cc1ccc(NC(=O)COC(=O)Cn2nc(-c3ccc(F)cc3)oc2=O)cc1C	-6	i	5	-3	-2
20	CCOC(=O)CCC(NC(=O)c1ccc(CNc2nc3cc(C(F)(F)F)ccc3nc2C(=O)OCC)cc1)C(=O)OCC (configuration not stated)	0	i	-32	-4	0
24	COc1cc(NC(=O)c2cc(-c3cc(F)ccc3OC(C)C)n[nH]2)cc(OC)c1OC	1	i	4	-3	-3
32	CN(C)c1ccc(-c2ccnc3c2CC(C)(C(=O)Nc2ccc(F)c(Cl)c2)O3)cc1 (configuration not stated)	-5	i	3	-12	-2
38	CC1(c2nnc(-c3cccc(Cl)c3)o2)CC(c2ccccc2F)=NO1 (configuration not stated)	3	i	0	2	-9
39	CSc1ccccc1NC(=O)C1CC(c2c(F)cccc2Cl)=NO1 (configuration not stated)	-5	i	5	-5	-10
44	COc1ccc(F)cc1S(=O)(=O)Nc1ccc2c(c1)OCCO2	1	i	3	1	-5
52	Cn1c2c(c(=O)n(C)c1=O)C(CC(=O)Nc1ccccc1F)C(=O)N2 (configuration not stated)	-3	i	0	0	-4

nr	STEP block	Rin1 Abl inh	LMPTP block	Scp-1 inhibitor	Neddylation inh
9	-1	0	-0.1	-18	i
20	0	-1	0.4	-2	i
24	1	0	0.9	.	i
32	-1	-1	4.6	.	.
38	-2	5	0.1	-3	i
39	0	0	1.1	-11	i
44	-1	-1	0.6	-4	i
52	-3	5	-1.6	11	i

The order is random. About 3.8% of those tested had a hit in this group.
